Source: PubChem
Vif-A3G inh = Vif-A3G binding inhibition; Q9HC16; HeLa A3G-eYFP + Vif (tagged APOBEC3G with the HIV-1 protein that degrades it), YFP fluorescence, overnight; Potency, µM (doses to about 46.1 µM), for the others: at the top dose activity, negative = active, usual class: inhibitors; 410,000 compounds, 0.076% hits;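 also: potency is read from the fitted curve at half-maximal effect; % is scaled to controls: 0 for no effect and ±100 for the full control effect; nearly all actives have a fitted effect of over 60% in size; hits raise eYFP signal because A3G escapes Vif-driven loss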
Target sequence (Q9HC16 whole entry, looked up): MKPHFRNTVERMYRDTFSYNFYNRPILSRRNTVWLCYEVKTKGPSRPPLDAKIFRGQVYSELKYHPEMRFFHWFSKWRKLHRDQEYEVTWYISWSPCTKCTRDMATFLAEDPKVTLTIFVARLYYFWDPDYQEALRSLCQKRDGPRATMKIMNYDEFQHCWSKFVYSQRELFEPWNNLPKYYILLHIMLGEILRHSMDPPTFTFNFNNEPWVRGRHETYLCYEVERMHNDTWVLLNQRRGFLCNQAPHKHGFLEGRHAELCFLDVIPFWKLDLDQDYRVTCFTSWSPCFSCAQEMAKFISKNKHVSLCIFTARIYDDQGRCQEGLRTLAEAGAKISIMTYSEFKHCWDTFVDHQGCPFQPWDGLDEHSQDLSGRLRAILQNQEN
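HeLa cells stably expressing Vif and C-terminally eYFP-tagged A3G, seeded overnight at 37 deg C, then exposed to compound by pintool overnight at 37 deg C. Rise in yellow fluorescence (Ex 488/Em 500-530, Acumen) marks blocked Vif-driven A3G degradation.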
D2 PAM = D2 dopamine receptor (human) potentiation; P14416; HEK293 T-REx D2, calcium flux, EC20 dopamine potentiation; potentiation, % at 10 µM; 340,000 compounds, 0.34% hits;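 active = potentiation over 3 SD above the plate norm, cut at about 30% in these data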; also: 0% is about no effect
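Calcium flux readout, no-wash dye, 1 read/s. Inducible HEK293 Trex D2 line, overnight 30 C. Compound alone 180 s (agonist flags), then EC20 dopamine, another 180 s to score potentiation.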
RXFP1 ag = RXFP1 (human) receptor agonism | Q9HBX9 | HEK293T-RXFP1 cAMP TR-FRET, 30 min; response scale: percent of porcine relaxin response, buffer zero | Potency, µM (titrated, usually from 57.5 µM), inactives show at the top dose activation, hits mostly activators | 370,000 compounds, 0.3% hits | AID 2676; also: potency is read from the fitted curve at half-maximal effect; % is scaled to controls: 0 for no effect and ±100 for the full control effect; nearly all actives have a fitted effect of over 60% in size; many of its hits are not listed in these tables
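cAMP rise read by TR-FRET after 30 min, 37C compound exposure (up to 58 uM) in RXFP1-transfected HEK293 cells with Ro 20174 present. EC50 from Hill-equation fits, with 29 nM porcine relaxin as 100% and buffer as basal.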
D1 potentiator = enhances dopamine response at the human D1 receptor | P21728 | HEK293 TREx D1 cells, calcium flux, dopamine EC20 potentiation | potentiation, % at 10 µM | 360,000 compounds, 0.036% hits; in the data active = potentiation above about 30%; also: 0% is about no effect
Target sequence (P21728 whole entry, looked up): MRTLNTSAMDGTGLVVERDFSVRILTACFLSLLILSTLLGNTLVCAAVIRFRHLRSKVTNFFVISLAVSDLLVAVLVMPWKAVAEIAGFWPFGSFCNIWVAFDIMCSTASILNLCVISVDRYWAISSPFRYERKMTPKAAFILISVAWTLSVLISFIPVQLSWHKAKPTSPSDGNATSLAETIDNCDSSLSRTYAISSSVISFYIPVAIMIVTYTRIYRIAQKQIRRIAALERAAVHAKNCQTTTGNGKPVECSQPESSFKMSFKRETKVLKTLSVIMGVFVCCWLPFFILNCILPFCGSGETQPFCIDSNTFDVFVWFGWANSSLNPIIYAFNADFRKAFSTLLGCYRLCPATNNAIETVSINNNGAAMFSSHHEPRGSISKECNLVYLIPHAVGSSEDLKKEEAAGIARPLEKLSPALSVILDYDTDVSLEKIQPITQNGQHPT
GRP78 ERSR act = inducers of ER stress response in human glioma cells; U87-MG GRP78 promoter luciferase reporter, 16 h; Potency, µM, for inactives: at the top dose activation, hits mostly activators; 420,000 compounds, 0.02% hits; AID 602332; also: potency is read from the fitted curve at half-maximal effect; series mostly up to about 76 µM; % of control where 0% means no effect; nearly all actives have a fitted effect of over 35% in size
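ERSR induction read as luciferase luminescence (Bright-Glo, 10 min at room temperature) in stably transfected human U87-MG glioma cells exposed to compounds for 16 h, using GRP78 as sensor.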
RXFP1 antag = blocks the human relaxin receptor RXFP1 | Q9HBX9 | HEK293-RXFP1, relaxin-stimulated cAMP HTRF, 30 min; active compounds read low | activity change, negative = inhibition, % at 57.5 µM | 350,000 compounds, 0.59% hits;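 active = activity change of -60% or lower, but not beyond a set lower limit; inconclusive = change between -60% and -40%, or beyond the set limit; inactive = change above -40%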; also: % is scaled to controls: 0 for no effect and ±100 for the full control effect
D1 ag = agonists of human D1 dopamine receptor; P21728; HEK293 T-REx D1 cells, calcium flux, agonist mode; activation, % at 2 µM; 360,000 compounds, 1% hits; AID 504660; in the data active = activation above about 30%; also: 0% is about no effect
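Tetracycline-induced HEK293 TREx D1 cells, force-coupled to calcium signalling, were dye-loaded with a no-wash calcium kit. Compound was pin-added after a 10 s baseline. Fluorescence was read kinetically at 1 cycle/s for 180 s, with calcium rises flagged as agonism.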
D1 antag = antagonists of human D1 dopamine receptor; P21728; HEK293 TREx D1 cells, calcium flux, dopamine EC80; active compounds read low; activity change, negative = inhibition, % at 10 µM; 360,000 compounds, 3.2% hits; AID 504652; in the data active = activity change below about -30%; also: % is scaled to controls: 0 for no effect and ±100 for the full control effect
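Compound effects on dopamine-evoked calcium signalling were measured in tetracycline-induced HEK293 Trex D1 cells. Dopamine at EC80 followed a 180 s compound pre-read, and fluorescence was tracked kinetically for 180 s more.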
Vif-APOBEC3F blk = blocks the Vif interaction with APOBEC3F. 390,000 compounds, 0.2% hits. HeLa A3F-eYFP + Vif (tagged APOBEC3F with the HIV-1 protein that degrades it), YFP fluorescence increase. AID 602313. Potency, µM (series often up to 46.1 µM), for inactives: at the top dose activity, negative = active; also: potency is read from the fitted curve at half-maximal effect; % of control where 0% means no effect; nearly all actives have a fitted effect of over 65% in size
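HeLa cells stably expressing A3F-eYFP plus Vif, plated and incubated overnight at 37 deg C, then exposed to compounds overnight at 37 deg C. Blocked degradation read as raised yellow fluorescence (Ex 488/Em 500-530).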
Numbers without * were called inactive; u = inconclusive; x = no result given; & = joins results of further samples. Unless noted, calls follow the shape of the dose curve; as a rule, active = well fitted curve in the direction sought with a large enough effect; inconclusive = small, poorly fitted or top-dose-only effect, or another doubt; inactive = no such curve, though single readings can be large; an effect the other way counts as inactive or inconclusive. The list is partial; rates above refer to the full screens.

compound	Vif-A3G inh	D2 PAM	RXFP1 ag	D1 potentiator	GRP78 ERSR act	RXFP1 antag	D1 ag	D1 antag	Vif-APOBEC3F blk
COc1ccc(NC(=O)c2ocnc2C)cc1OC	1%	3	1.0%	0	-2%	0	0	-4	-7%
CCOC(=O)CCn1cc(F)c(=O)n(Cc2ccccc2)c1=O	0%	11	1.5%	-1	-1%	7	2	1	3%
COc1cccc(C(=O)N2CCCc3ccccc32)c1	1%	16	0.0%	-3	-3%	21	1	3	-1%
Cc1ccc(Nc2c(-c3ccccn3)nc3ccc(C)cn23)cc1	-1%	-9	2.9%	0	-5%	-28	8	-4	u
Cc1cccc(C)c1OCC(=O)NC1CC1	2%	-11	5.8%	-4	-1%	-7	-2	-47*	3%
COCCNc1cc(N2CCN(C3CCCCC3)CC2)c2noc3c2c1C(=O)c1ccccc1-3	u	1	0.2%	0	-4%	-37	1	17	u
Cc1cc(C(=O)NCC23CC4CC(CC(C4)C2)C3)c(C)o1	x	5	0.9%	2	x	x	2	-3	x
CN(Cc1ccc2nonc2c1)Cc1nc(CC2CC2)no1	-1%	-4	0.4%	-4	-5%	-13	-1	-2	2%
CC(C)(C)c1ccc(C(=O)N2CCC(c3noc(-c4ccc(S(=O)(=O)N5CCCC5)cc4)n3)CC2)cc1	6%	6	0.5%	3	-3%	-20	0	10	-5%
CCN(C(=O)C(C)Sc1nnc(-c2ccncc2)n1C)C1CCCCC1 (stereo not drawn)	-1%	x	x	x	-4%	-4	x	x	6%
O=C(NCc1ccccc1)c1ccc(S(=O)(=O)NCc2ccco2)cc1	-9%	-5	0.6%	-4	-6%	7	1	-9	-3%
Cn1c(N)c(N=Cc2ccccc2)c(=O)n(C)c1=O	1%	x	x	x	-2%	6	x	x	2%
S=C(Nc1cccnc1)NC1CCCC1	4%	0	0.0%	-6	-7%	16	0	6	-8%
CCOC(=O)CSc1nc(C)nc2c1sc1nc(C)c(C(C)=O)c(-c3ccc(OC)cc3)c12	5%	5	2.0%	-4	-7%	-9	2	-15	-9%
O=C(Cc1cccs1)NCc1cccc(C(F)(F)F)c1	-1%	-1	-1.3%	4	4%	13	4	-23	-15%
CC(C)C(NC(=O)OCc1ccccc1)C(=O)O (stereo not drawn)	3%	-3	-0.4%	0	0%	-5	-1	2	3%
O=C(O)CN1C(=O)CNC1=O	-7%	-3	-1.0%	-12	-4%	7	3	-13	2%
O=C(NC[C@@H]1CCCO1)c1cccc2c1C(=O)c1ccc(Cl)cc1S2(=O)=O	-1%	x	1.8%	0	-3%	x	-3	x	10%
COC(C[C@H]1O[C@H]1[C@@H](O)COCc1ccccc1)OC	0%	-10	0.0%	-5	-1%	x	2	12	0%
O=C(O)CCN1C(=O)/C(=C/c2cn(-c3ccccc3)nc2-c2cccs2)SC1=S	-5%	5	1.6%	-3	-1%	6	3	14	-13%
O=C(Nc1cccc(Cl)c1Cl)c1ccncc1	0%	7	0.5%	-7	-2%	-1	-1	-1	7%
COc1ccc(S(=O)(=O)N2CCCCC2)cc1NC(=O)COC(=O)c1ccco1	1%	x	x	x	-2%	-3	x	x	-15%
COc1ccc(-c2nnc(SCC(=O)N(C)Cc3ccccc3)o2)cc1OC	4%	0	6.0%	-3	7%	x	16	-4	0%
COc1ccc(NS(=O)(=O)c2ccc3c(c2)NC(=O)CO3)c(OC)c1	4%	9	0.1%	5	-4%	17	5	2	-10%
O=C(NCCc1ccccc1F)C(=O)Nc1nccs1	2%	19	9.8%	-2	8%	-1	1	-1	-3%
Cc1ccc(-c2cc(C(=O)NCc3cn(C)nc3C)c3cc(Br)ccc3n2)cc1	-2%	0	9.6%	-8	2%	5	1	-1	2%
Cc1cc(C(=O)CN2C(=O)c3ccccc3C2=O)c(C)n1Cc1cccs1	0%	-3	0.1%	0	-8%	4	0	5	-9%
O=C(NCCCNc1ccc([N+](=O)[O-])cc1)C(F)(F)F	1%	-3	1.7%	-4	0%	4	13	-29	-1%
Cc1cc(=O)[nH]c(N/N=C/c2cn(CCC#N)nc2-c2ccccc2)n1	-1%	-9	0.6%	-6	-4%	7	1	12	6%
COc1ccccc1NC(=O)c1ccc(C(=O)c2ccccc2)o1	-1%	7	2.1%	-6	1%	3	1	-15	5%
O=C1C(CSCc2ccccc2)NC(=S)N1c1ccccc1 (stereo not drawn)	0%	2	-0.3%	-8	-5%	-18	3	4	-19%
CS(=O)(=O)N1CCN(c2ccccc2NC(=O)C(c2ccccc2)c2ccccc2)CC1	2%	4	2.4%	3	-3%	-1	2	x	-2%
O=C(Cn1cnc2c(cnn2-c2ccccc2)c1=O)N1CCN(c2ccc(F)cc2)CC1	0%	x	-0.8%	-2	-3%	1	3	10	10%
CC(CN1CCCCC1)OC(=O)/C=C/c1ccccc1 (stereo not drawn)	-8%	-25	-2.6%	3	6%	-1	3	5	0%
Cc1cc([N+](=O)[O-])ccc1NC(=O)C1CCCO1 (stereo not drawn)	-4%	6	0.3%	4	-4%	4	2	-7	3%
COc1cc(OC)cc(-c2cc(NC(C)=O)n[nH]2)c1	-2%	-5	5.8%	3	-4%	0	0	6	-3%
O=C(COC(=O)/C=C/c1ccc([N+](=O)[O-])cc1)NCc1cccs1	-14%	x	x	x	-6%	-4	x	x	-7%
C[C@@H]1CN([C@@H](C)CO)S(=O)(=O)c2ccc(Br)cc2O[C@H]1CN(C)C(=O)Nc1ccc2c(c1)OCO2	-4%	x	x	x	-2%	11	x	x	-7%
COc1cc2c(C#N)c(N3CCCC3)nc(N)c2c(N)n1	1%&5%	0	18%	-13	-4%&-4%	18	3	-13	0%&3%
CCCOc1ccccc1-c1nc(SCC(=O)c2ccccc2)n[nH]1	2%	x	0.3%	-1	1%	x	8	-1	1%
Cc1ccccc1-c1oc(C)c(C)[n+]1[O-]	0%	6	1.6%	-4	-3%	-13	0	11	1%
CN=c1nc(-c2ccccc2)n(-c2ccccc2)s1	1%&3%	-1	0.7%	0	-15%&4%&6%	x	-1	6	-2%
CN1CCN(CC(=O)Nc2c(C(=O)C3CC3)oc3ccccc23)CC1	2%	-10	2.0%	-1	1%	-18	4	6	-1%
CCn1c(C)c(C(C)=O)c(SC)nc1=S	1%	0	-0.5%	-4	-6%	-2	0	-13	-9%
CN(C)S(=O)(=O)c1ccc(NC(=S)NC(=O)Cc2ccccc2)cc1	-1%	x	1.0%	0	-6%	9	14	-9	-3%
CC(=O)N1CCC2(CC1)OC(=O)C(C)=C2C(=O)NCc1ccc(Cl)cc1	-1%	-12	1.6%	6	3%	0	-1	-15	-14%
COC(=O)c1ccc(C(C(=O)NC2CCCCC2)N(CCc2ccccc2)C(=O)Cc2cccs2)cc1 (stereo not drawn)	2%	11	-1.2%	1	-3%	3	2	9	2%
O=C(O)c1cccc2c(-c3ccccc3)c(-c3ccccc3)[nH]c12	0%	-2	-3.9%	2	-3%	-36	1	10	-18%
Cc1c(C)c(C)c(S(=O)(=O)NCCC(=O)N2CCN(Cc3ccc(C#N)cc3)CC2)c(C)c1C	6%	-2	-0.3%	-6	-3%	0	-1	-30	0%
Cc1ccc(S(=O)(=O)Nc2ccc(C(=O)N3CCCC3)cc2)cc1	1%	17	3.9%	-5	-1%	-7	6	-5	3%
Cc1ccc(N(CC(=O)N2CCc3ccccc3C2)S(C)(=O)=O)cc1	-1%	3	0.3%	-3	-2%	9	6	2	8%
CCOC(=O)CC1C(=O)NCCN1S(=O)(=O)c1ccccc1Cl (stereo not drawn)	3%	0	0.2%	-6	-3%	-9	3	40	-8%
CCC(Oc1ccccc1)C(=O)N(C)CC(=O)N(CC(C)C)c1c(N)n(CC(C)C)c(=O)[nH]c1=O (stereo not drawn)	0%	14	-1.9%	1	-2%	4	2	2	-20%
c1ccc(CN2CCOCC2)nc1	0%	x	x	x	-3%	-9	x	x	6%
CC(C)N(CCO)C(=O)C(c1ccccc1)c1ccccc1	0%	11	-0.3%	-1	-2%	4	2	6	-4%
Cc1ccc(-n2cc(-c3ccccc3)c3c(N4CCC(C)CC4)ncnc32)cc1Cl	5%	7	2.7%	1	-1%	3	-2	11	-11%

Profiles, quoted from the list. Order of values: Vif-A3G inh | D2 PAM | RXFP1 ag | D1 potentiator | GRP78 ERSR act | RXFP1 antag | D1 ag | D1 antag | Vif-APOBEC3F blk
Record of CCOC(=O)CC1C(=O)NCCN1S(=O)(=O)c1ccccc1Cl (stereo not drawn) : 3% | 0 | 0.2% | -6 | -3% | -9 | 3 | 40 | -8%
Record of Cc1ccc(-n2cc(-c3ccccc3)c3c(N4CCC(C)CC4)ncnc32)cc1Cl : 5% | 7 | 2.7% | 1 | -1% | 3 | -2 | 11 | -11%

Carrying on:
compound	Vif-A3G inh	D2 PAM	RXFP1 ag	D1 potentiator	GRP78 ERSR act	RXFP1 antag	D1 ag	D1 antag	Vif-APOBEC3F blk
COc1cc(CCCN[C@H](CN)Cc2ccccc2)cc(OC)c1OC	1%	14	1.0%	0	-1%	x	7	x	-3%
COCc1cc(CN2CCCC2)c(O)c2ncccc12	1%	6	-0.4%	2	-6%	16	2	5	-4%
C=CCNC(=O)C(C#N)c1nc2ccccc2nc1N1CCN(Cc2ccccc2)CC1 (stereo not drawn)	2%	12	0.3%	0	-1%	-6	5	-9	u
CSc1ccccc1NC(=O)C(=O)c1c[nH]c2ccccc12	-13%	-4	0.9%	-4	10%	-60*	5	12	1%
Cc1ccc(Sc2ncccc2C(=O)O)cc1C	-1%	-8	2.0%	-4	1%	-3	2	0	8%
Cn1c(=O)c2c(nc(CN3CCC(C(N)=O)CC3)n2CCc2ccccc2)n(C)c1=O	-6%	-1	7.9%	-5	-3%	-1	1	1	1%
CCCSc1nc(N2CCOCC2)c2c(c1C#N)CC(C)(C)SC2	-5%	6	1.8%	2	-3%	-17	0	-1	1%
CCOc1ccccc1NC(=O)CSc1nc2cccnc2n1C	2%	0	2.2%	2	-9%	0	4	0	2%
O=C(/C=C/c1ccc([N+](=O)[O-])cc1)Nc1cccc(C(=O)Nc2ccccc2C(=O)O)c1	2%	18	-0.3%	0	-3%	-1	-1	-3	-3%
